# GC-A act – GC-A (human) enzyme activation; hit rate 0.14% among 370,000; HEK293 GC-A cells, cGMP TR-FRET, EC30 ANP; 0% at EC30 ANP, 100% saturating ANP; activation, % at 10 µM; in the data active = activation above about 40%
# DDE Tn6 FP inh – disrupts Tn6 cyclic peptide binding to fibrin D-Dimer-E complex | hit rate 0.21% among 370,000 | Fibrin DD(E) TRITC-Tn6 fluorescence polarization displacement | inhibition, % at 8.3 µM | P02675;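 active = inhibition above a per-campaign cutoff: mean of compounds within control limits plus 3 SD, cut at about 15% in these data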;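 note: 0% = median of all compound wells on the plate and 100% = blocking peptide control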
# sPLA2-III inh – Inhibits HGIII-sPLA2 liposome hydrolysis, primary screen. inhibition, % at 12.2 µM. QFRET BODIPY PC-A2 liposome hydrolysis, fluorescence. hit rate 0.56% among 370,000. AID 743126. Q9NZ20;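 active = inhibition above mean plus 3 SD of compounds lying within the high and low control bounds, cut at about 19% in these data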;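 note: 0% = median of test compound wells and 100% = no enzyme DMSO wells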
# ARFGAP1 inhibitor – rat ARFGAP1 inhibition; Arfgap1-stimulated ARF1 GTP hydrolysis, GDP FP detection; inhibition, % at 16.5 µM; hit rate 0.26% among 360,000; AID 651572;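 active = inhibition above a per-plate limit, mean inhibition of low control wells plus 3 SD, cut at about 25% in these data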;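 note: 0% = DMSO wells with enzyme and 100% = wells lacking Arfgap1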
# Target sequence (Q62848 1-136 limits assumed): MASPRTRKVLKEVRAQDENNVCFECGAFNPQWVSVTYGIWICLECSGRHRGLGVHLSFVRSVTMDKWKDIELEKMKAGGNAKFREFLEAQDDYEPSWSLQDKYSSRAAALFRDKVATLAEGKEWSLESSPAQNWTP
#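 Material: rat Arfgap1 GAP domain (His6, aa 1-136), purified enzyme. Also added: human ARF1(Δ1-17)-GTP substrate. Compound dosing: 16.5 µM single point, 1.26% DMSO. Timing: enzyme reaction 120 min at 25 °C after 20 min preincubation. Signal: GDP detection by fluorescence polarization. Read-out basis: percent inhibition of GAP-stimulated GDP formation, scaled between DMSO and no-Arfgap1 medians.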
# ASAP1 inh – ASAP1 ArfGAP inhibition; ASAP1-stimulated ARF1 GTP hydrolysis, GDP FP detection; hit rate 0.19% among 360,000; AID 624377; inhibition, % at 16.5 µM; Q9ULH1; in the data active = inhibition above about 25%;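 note: 0% = vehicle with enzyme and substrate and 100% = no enzyme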
# proKLK7 act – activates the human kallikrein-7 zymogen. hit rate 0.9% among 370,000. activation, % at 7 µM. purified proKLK7, EDANS-DABCYL substrate fluorescence; 100% is mature enzyme control, 0% vehicle. AID 652039;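 active = activation above the mean of all tested compounds plus 3 SD, computed per campaign excluding outliers beyond control limits, cut at about 13% in these data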
# Target sequence (P49862 whole entry, looked up): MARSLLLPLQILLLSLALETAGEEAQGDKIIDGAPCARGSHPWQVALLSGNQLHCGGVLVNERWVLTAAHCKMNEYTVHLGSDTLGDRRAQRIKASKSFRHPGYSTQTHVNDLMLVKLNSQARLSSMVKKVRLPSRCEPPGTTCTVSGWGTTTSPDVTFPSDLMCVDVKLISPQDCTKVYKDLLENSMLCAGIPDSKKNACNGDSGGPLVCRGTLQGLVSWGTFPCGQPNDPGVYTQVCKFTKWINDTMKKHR
# rCAG RNA binder – r(CAG) repeat RNA binding; hit rate 1.3% among 370,000; TO-PRO-1 dye displacement fluorescence; inhibition, % at 3 µM;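 active = inhibition above the plate cutoff, the mean of all test compounds on that plate plus 3 SD, cut at about 35% in these data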;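 note: 0% = DMSO alone and 100% = 100 µM mitoxantrone as full dye displacement; higher means more dye released from RNA so lower well fluorescence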
# GC-B act – GC-B (human) receptor activation; P20594; HEK293-GC-B cells, CNP EC30, cGMP TR-FRET; 0% at EC30 CNP, 100% saturating CNP; activation, % at 10 µM; hit rate 0.11% among 370,000; AID 1920062;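 active = activation at 10 µM reaching about 35% in either raw or pattern-adjusted values, limit read from the data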
# ADAM10 inh – inhibitors of human ADAM10 | recombinant ADAM10, EDANS/DABCYL FRET peptide cleavage, 3 h | inhibition, % at 7 µM | hit rate 0.62% among 370,000;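 active = inhibition above a per-campaign cutoff equal to the mean of compounds falling between control-based bounds plus 3 SD, cut at about 20% in these data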;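 note: 0% = DMSO wells while the 100% control is not disclosed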
# Target sequence (O14672 214-748 limits assumed): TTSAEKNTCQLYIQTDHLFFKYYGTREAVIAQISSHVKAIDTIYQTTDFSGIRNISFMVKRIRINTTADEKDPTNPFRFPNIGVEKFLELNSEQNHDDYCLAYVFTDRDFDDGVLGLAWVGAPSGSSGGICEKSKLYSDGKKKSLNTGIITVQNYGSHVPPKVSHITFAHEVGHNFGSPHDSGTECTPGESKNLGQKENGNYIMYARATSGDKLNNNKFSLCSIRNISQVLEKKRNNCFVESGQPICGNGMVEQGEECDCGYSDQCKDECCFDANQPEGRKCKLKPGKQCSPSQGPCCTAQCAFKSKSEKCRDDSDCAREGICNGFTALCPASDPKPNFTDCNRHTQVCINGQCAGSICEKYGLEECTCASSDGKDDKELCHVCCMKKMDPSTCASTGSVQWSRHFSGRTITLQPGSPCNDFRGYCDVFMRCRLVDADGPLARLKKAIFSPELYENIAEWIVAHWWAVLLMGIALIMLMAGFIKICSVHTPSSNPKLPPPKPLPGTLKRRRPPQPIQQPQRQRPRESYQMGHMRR
# FXN GAA850 act – activators of GAA850 frataxin (FXN) promoter. HEK293 lucGAA850 FXN promoter luciferase reporter, 24 h; percent of 10 µM SAHA response. activation, % at 6 µM. hit rate 0.56% among 360,000;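 active = activation above the average of all compounds screened plus 3 SD, cutoff fixed separately per campaign, cut at about 7.5% in these data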;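 note: 0% = DMSO wells and 100% = 10 µM SAHA wells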
# The depositor's hits bear a star; i = inactive; . = no result given.
Compound	sPLA2-III inh	GC-A act	GC-B act	rCAG RNA binder	ARFGAP1 inhibitor	ASAP1 inh	DDE Tn6 FP inh	proKLK7 act	FXN GAA850 act	ADAM10 inh
Cc1ccc(NC(=O)N/C=C/c2ccc(Cl)cc2)cc1	-1.4	1.9	-4.7	5.4	3.4	-3.1	11.0	1.2	2.5	10.5
Cc1cc(NC(=S)N(Cc2cccc(Br)c2)CC2CCC(C(=O)O)CC2)ccc1Cl (stereo not given)	-34.2	-1.6	-1.6	46.3*	1.4	-7.4	-0.9	0.1	0.1	-0.1
CC(C)(C)c1ccc(C2/C(=C(\O)c3ccc4c(c3)OCCO4)C(=O)C(=O)N2CCCN2CCOCC2)cc1 (stereo not given)	0.8	-2.9	0.8	15.3	8.3	-12.2	11.2	0.6	-0.5	-9.2
CCOC(=O)C1CC2=C(CCCC2=O)N(Cc2ccccc2)C1=O (stereo not given)	-14.4	-4.0	-0.7	-2.3	-6.5	-5.0	1.1	1.0	-0.1	-5.2
COc1cc2ccccc2cc1C(=O)OCC(=O)N(CC(C)C)c1c(N)n(Cc2ccccc2)c(=O)[nH]c1=O	4.9	-7.5	-6.8	11.8	1.9	4.0	2.2	-3.1	-4.9	-122.7
CCOC(=O)CN(C(=O)CNC(=O)c1ccco1)C(C(=O)NC1CCCCC1)c1cccc(OC)c1 (stereo not given)	3.7	-3.2	-4.5	-4.9	9.6	12.5	1.5	-0.1	-1.2	9.6
COc1cccc(-n2c(Cc3cc(=O)[nH]c(=O)[nH]3)nnc2SCC(=O)Nc2ccccc2)c1	-17.8	0.4	3.0	4.8	5.2	0.8	10.1	-0.4	0.1	-8.6
Cc1ccc(NC(=O)CN(C)C(=O)Cn2c(=O)oc3ccccc32)cc1	-7.3	-2.6	-2.2	1.7	3.2	1.6	-2.2	0.1	3.4	-3.9
COc1cc(OC)cc(C(=O)NC(C)c2ccc(Br)cc2)c1 (stereo not given)	2.5	-2.1	-9.2	0.4	6.5	-1.2	4.3	0.2	1.8	1.3
CCOC(=O)N1CCN(C(=O)c2ccc(CS(=O)Cc3ccccc3Cl)o2)CC1 (stereo not given)	0.1	1.0	-1.7	-2.7	3.1	-7.3	-3.6	-0.5	0.7	-10.7
O=C(CCN1C(=O)c2ccccc2C1=O)N1CCN(Cc2ccccc2)CC1	10.4	3.7	-0.9	-9.4	8.8	-9.1	10.4	0.0	1.2	-4.0
O=C(/C=C/c1ccco1)NC(=S)Nc1cccc(-c2nc3ccccc3s2)c1	3.2	-2.0	-3.2	33.9	16.7	13.2	-5.6	0.3	-4.1	-8.0
O=C(NC1CCCC1)C1(C(=O)C2CC2)CC(c2ccccc2C(F)(F)F)=NO1 (stereo not given)	11.9	2.1	-3.9	-0.9	.	.	-4.0	0.9	.	10.3
COc1ccc(CN2C(=O)c3cccnc3C2=O)cc1S(=O)(=O)N1CCCC(C)C1 (stereo not given)	3.6	-1.2	-2.5	0.5	6.0	4.3	-1.2	0.4	2.8	4.3
Cc1cc(C)c(-c2csc(NC(=O)C3=NN(c4ccccc4)C(=O)CC3)n2)c(C)c1	-3.3	1.6	-1.2	2.2	3.0	5.1	-8.7	-0.7	-2.5	-3.8
O=S(=O)(c1ccc(Cl)cc1)N1CCN(C(=S)Nc2ccc(F)c(Cl)c2)CC1	11.8	-6.1	-0.7	0.9	-8.8	7.2	6.8	0.5	0.1	-5.8
CC1(CCc2ccccc2)NC(=S)N(c2ccc(Cl)cc2)N1 (stereo not given)	10.3	-2.4	7.5	0.5	-1.1	-3.6	6.0	-0.7	3.3	4.5
CCOc1ccc(CN2CCNC(=O)C2CC(=O)NCc2csc(C(C)C)n2)cc1 (stereo not given)	-3.4	1.3	5.5	-1.1	-20.5	-0.6	1.6	0.4	3.1	-9.1
COc1cccc(C2=CC(c3ccc(OC)c(OC)c3)NC(=S)N2)c1 (stereo not given)	15.8	-0.1	5.8	1.6	-1.7	-6.4	-4.4	-0.8	.	-7.3
Cc1c(Cl)ccc2c1NC(=O)[C@]21N[C@@H](CCC(N)=O)[C@H]2C(=O)N(c3ccc(F)cc3)C(=O)[C@H]21	0.4	2.8	-2.1	10.5	2.9	0.5	4.1	0.5	0.3	-6.9
CC1=C(C(=O)OCc2ccccc2)C(/C=C/c2ccccc2)NC(=S)N1 (stereo not given)	17.6	38.5	-4.5	7.9	-3.3	3.0	-11.3	-0.5	1.5	18.3
CCOc1ccc(C(Nc2ccc(C)cc2)P2(=O)OCCC(C)O2)cc1 (stereo not given)	-0.3	-0.6	7.1	-5.2	1.9	9.2	11.2	0.1	-1.2	1.4
N#Cc1cccc(NC(=O)OCCN2C(=O)CCC23CCC(c2ccccc2)CC3)c1 (stereo not given)	4.6	-13.6	-6.8	2.7	.	.	3.6	-0.3	.	-2.9
COc1ccccc1-c1nnc(NC(=O)Cc2ccccc2)o1	4.5	0.2	-2.2	0.5	-12.1	5.0	-4.1	0.7	0.8	-8.5
Cc1cc(NC(=O)c2ccc(Cl)cc2Cl)n(-c2ccccc2)n1	-4.2	-1.4	0.3	-1.8	8.9	-3.1	-3.9	-0.2	0.4	9.3
O=C(CCNC(=O)c1ccccc1Cl)NN1C(=O)NC2(CCCCC2)C1=O	0.5	0.4	-4.5	0.0	-4.2	-3.0	10.7	0.2	1.3	-0.5
O=C(Cc1ccccc1)NCCCc1ccccc1	-1.9	-1.7	-1.2	0.7	-2.3	4.2	1.4	-0.4	0.3	5.7
CCN(CC)CCCNC(=O)c1cc2c(-c3ccc(Cl)cc3)nn(C)c2s1	1.9	-0.4	-4.4	8.6	-5.3	3.5	-6.8	0.8	2.1	-157.4
Cc1cccc(N(CC(=O)N2CCCCCC2)S(C)(=O)=O)c1C	2.1	-4.5	4.0	-4.9	-17.2	-7.4	-1.8	-0.2	3.1	-5.2
COc1cc(C(=O)Nc2ccc3c(c2)OCCO3)ccc1-n1cnnn1	5.4	4.0	-4.5	0.4	7.8	5.8	-5.8	0.7	-0.8	-11.4
O=C1NC[C@H](CCCCN2C[C@H](Cc3ccccc3)N(CCC3CCCCC3)C(=O)C2=O)N(CCc2ccccc2)C1=O	13.4	3.6	2.0	6.2	-2.9	8.6	1.2	0.1	.	-7.9
OCC1(CCc2ccccc2)CCN(Cc2c(F)ccc(F)c2F)CC1	-3.1	0.0	-8.5	-7.0	1.3	16.3	-10.3	0.7	-0.7	12.1
CC(OC(=O)/C=C/c1ccccc1)C(=O)N1CCc2ccccc21 (stereo not given)	0.9	-1.4	4.7	-0.1	5.5	6.7	-0.3	0.1	0.9	-4.8
Cc1ccc(C(=O)Nc2ccc(C(=O)O)cc2NC(=O)c2ccc(C)cc2)cc1	-1.8	2.3	-1.1	21.5	13.6	2.4	-0.9	-0.6	0.6	-4.8
O=C(NCCCN1CCCC1=O)c1ccc2c(c1)NC(=O)C(N1CCOCC1)S2 (stereo not given)	9.2	-0.1	-3.5	3.8	8.4	8.9	2.9	-0.7	2.9	-10.1
CC1SC(c2ccc(F)cc2)NC1=O (stereo not given)	7.6	2.0	-1.3	2.1	1.1	-2.8	-4.0	0.6	0.9	2.0

# Part of the list above in order of formula weight, smallest number first.
Compound	sPLA2-III inh	GC-A act	GC-B act	rCAG RNA binder	ARFGAP1 inhibitor	ASAP1 inh	DDE Tn6 FP inh	proKLK7 act	FXN GAA850 act	ADAM10 inh
CC(OC(=O)/C=C/c1ccccc1)C(=O)N1CCc2ccccc21 (stereo not given)	0.9	-1.4	4.7	-0.1	5.5	6.7	-0.3	0.1	0.9	-4.8
Cc1cccc(N(CC(=O)N2CCCCCC2)S(C)(=O)=O)c1C	2.1	-4.5	4.0	-4.9	-17.2	-7.4	-1.8	-0.2	3.1	-5.2
Cc1ccc(C(=O)Nc2ccc(C(=O)O)cc2NC(=O)c2ccc(C)cc2)cc1	-1.8	2.3	-1.1	21.5	13.6	2.4	-0.9	-0.6	0.6	-4.8
O=C(CCNC(=O)c1ccccc1Cl)NN1C(=O)NC2(CCCCC2)C1=O	0.5	0.4	-4.5	0.0	-4.2	-3.0	10.7	0.2	1.3	-0.5

# Next results
Compound	sPLA2-III inh	GC-A act	GC-B act	rCAG RNA binder	ARFGAP1 inhibitor	ASAP1 inh	DDE Tn6 FP inh	proKLK7 act	FXN GAA850 act	ADAM10 inh
Cc1cc(CNC(=O)CC2C(=O)NCCN2Cc2ccccc2C(F)(F)F)nn1C (stereo not given)	7.2	-1.5	1.8	-4.7	14.2	10.5	-0.2	-0.1	1.4	-13.1
COc1ccc(S(=O)(=O)N/N=c2\oc3c(OC)cccc3cc2S(=O)(=O)c2ccc(C)cc2)cc1OC	-11.9	11.4	9.0	29.7	-0.7	-0.3	2.3	0.5	3.3	-0.1
Cc1cccc(NC(=S)N2CCN(Cc3ccccc3)CC2)c1C	8.2	0.1	2.7	2.7	-15.4	3.6	-6.0	-0.5	0.8	1.9
CCCCN(CC)CCNC(=O)CCC(=O)Nc1ccc2nc(N3CCN(C)CC3)cc(C)c2c1	12.4	-3.2	-0.4	-7.7	-7.5	-5.0	-3.5	78.3*	1.6	i
COCCCNC(=O)c1ccc(CSCc2ccc(C)cc2)o1	-0.3	-5.8	2.3	-5.5	0.1	-6.8	6.1	-0.1	1.1	-4.2
CC(C)OP(=O)(OC(C)C)C(O)c1ccc2c(c1)OCO2 (stereo not given)	11.1	1.2	-1.7	-1.4	2.8	-6.0	-2.8	-0.6	1.0	-6.8
O=C1N(c2ccc(Cl)cc2)C(c2ccc(Cl)cc2)N2CCCN12 (stereo not given)	6.1	-27.1	-17.6	-2.6	15.0	2.2	-2.1	0.1	1.2	-6.2
CCc1ccc(NC(=O)CSc2nc3ccccc3c(=O)n2CCCN2CCC(C)CC2)cc1	-13.8	-3.8	-1.2	0.7	-2.8	-10.3	-0.3	-0.6	-0.3	-0.8
Cc1onc(-c2c(Cl)cccc2Cl)c1C(=O)ONC(=O)c1ccccc1	4.5	5.3	-0.3	-2.2	9.7	9.0	-5.1	-0.5	1.1	1.4
O=C(COc1ccc(F)cc1)NCCNC(=O)COc1ccc(F)cc1	-4.1	-2.7	5.9	0.1	-9.4	-4.5	-1.4	0.9	-0.4	8.1
O=C(COc1cc(F)ccc1[N+](=O)[O-])Nc1cccc(S(=O)(=O)NC2=NCCC2)c1	-5.2	-1.1	-2.8	5.4	-6.3	-0.1	-2.8	0.6	2.0	0.5
Cc1cc(NC(=O)c2cc(-c3ccncc3)nc3c(C)cccc23)no1	-4.9	-3.1	-4.4	5.2	0.5	10.5	-12.2	-11.6	-3.5	-161.6
NC(=O)c1ccccc1NC(=O)Nc1cccc(Cl)c1	-6.3	3.1	0.9	3.2	-10.6	3.6	1.4	0.4	0.3	-32.5
O=C1Nc2ccccc2/C1=C/c1ccccc1F	-4.6	1.9	4.2	0.3	1.1	-10.3	-3.0	0.5	5.3	7.9
CCOC(=O)c1cccc(NC(=O)c2cnccn2)c1	-0.3	-0.1	0.1	1.6	-2.8	-4.3	-2.4	0.5	1.4	-0.6
